p53 reactivation = re-activators of mutant p53. actives 0.063% (n = 320,000). AID 504706. H1299 p53-A138V BP100-luciferase reporter, luminescence, 24 h. Potency, µM (highest dose often 92.2 µM), for the others: at the top dose activity change, positive = activation, usual class: activators; note: potency is the fitted concentration of half-maximal effect; % of control where 0% means no effect; nearly all actives have a fitted effect of over 45% in size
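p53-null H1299 cells stably carrying temperature-sensitive p53-A138V and a BP100-luciferase reporter were pinned with compounds (4-point, 1:5 series) and held 24 hrs at 37 deg C. Luminescence was read 10 min after detection reagent.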
RORgamma inh = inhibitors of mouse ROR gamma transcriptional activity; P51450; Potency, µM (series often up to 53.6 µM), for the others: top-dose activity change, negative = inhibition, hits mostly inhibitors; Drosophila S2 Gal4-RORgamma UAS-luciferase reporter, 20 h; actives 5.4% (n = 310,000); AID 2551; note: potency is the fitted concentration of half-maximal effect; % is set by controls: 0 for no effect and ±100 for the full control effect; nearly all actives have a fitted effect of over 60% in size
Target sequence (P51450 whole entry, looked up, the tested form may be a part): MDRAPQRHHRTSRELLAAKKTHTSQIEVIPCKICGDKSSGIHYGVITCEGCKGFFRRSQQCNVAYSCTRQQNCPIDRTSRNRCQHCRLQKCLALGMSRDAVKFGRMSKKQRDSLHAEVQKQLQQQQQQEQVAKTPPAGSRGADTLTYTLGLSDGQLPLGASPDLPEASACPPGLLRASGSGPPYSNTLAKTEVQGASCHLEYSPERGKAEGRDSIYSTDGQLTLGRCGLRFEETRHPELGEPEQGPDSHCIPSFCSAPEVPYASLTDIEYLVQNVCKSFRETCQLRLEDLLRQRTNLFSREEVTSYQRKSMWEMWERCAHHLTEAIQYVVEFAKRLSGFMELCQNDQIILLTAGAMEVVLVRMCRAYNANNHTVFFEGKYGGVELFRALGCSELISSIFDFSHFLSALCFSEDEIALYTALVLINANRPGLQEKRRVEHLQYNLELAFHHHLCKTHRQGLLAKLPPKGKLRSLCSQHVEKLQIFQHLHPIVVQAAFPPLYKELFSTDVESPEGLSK
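Stable Schneider cell line, Gal4 DNA-binding domain fused to ROR gamma, UAS-luciferase. Cmpd 1 hr RT → CuSO4 700 uM final → 20 hr RT → luciferase reagent 10 min → luminescence.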
NPC1 promoter act = activates the NPC1 promoter; Huh7 NPC1 promoter luciferase reporter, 24 h; Potency, µM (top dose mostly 9.22 µM), for inactives: top-dose activation, actives largely listed as activators; actives 2.4% (n = 320,000); AID 485313;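 note: potency is the fitted concentration of half-maximal effect; % of control where 0% means no effect; nearly all actives have a fitted effect of over 60% in size; reporter is driven by a mutant NPC1 promoter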
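Luminescence from an NPC1 promoter-driven luciferase reporter in stably transfected Huh7 cells was measured after 24 h compound treatment at 37 °C, followed by 10 min ambient incubation with luciferase detection reagent.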
TRPV1 ag = agonists of human vanilloid receptor 1 (TRPV1); Q8NER1; TRPV1-expressing cells, Fluo-8 calcium influx, agonist mode; actives 0.19% (n = 320,000); activation, % at 8.33 µM; in the data active = activation above about 80%; inconclusive = between about 30% and that limit; note: 0% is about no effect
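TRPV1-expressing cells were cultured overnight at 35.5C and loaded with Fluo-8 calcium dye for 40 to 90 min at room temperature. After a 10 s baseline, compound was added and calcium influx was read kinetically for 3 min (ex 480/em 520 nm).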
Rab9 promoter act = Rab9 promoter activation; Huh7 Rab9 promoter-luciferase reporter, luminescence, 24 h; Potency, µM (top dose mostly 9.22 µM), without a hit: at the top dose activation, negative = inhibition, actives largely listed as activators; actives 2.8% (n = 320,000); AID 485297; note: potency is the fitted concentration of half-maximal effect; % of control where 0% means no effect; nearly all actives have a fitted effect of over 60% in size
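Quantitative HTS format; Huh7 Rab9-luciferase reporter cells (1500/well) receive compound 2 h post-plating, incubate 24 h at 37 °C, then get luciferase reagent for 10 min before luminescence reading.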
BRCA1 expr act = activators of BRCA1 expression; MCF7-BRCA1-FFLuc reporter, luminescence, 48 h; response scale: scaled: vehicle 0%, 10 µM genistein 100%; Potency, µM (doses to about 46.1 µM), for the others: at the highest dose activation, most hits filed as activators; actives 1.1% (n = 380,000); note: potency is the fitted concentration of half-maximal effect; nearly all actives have a fitted effect of over 80% in size; some results filed as inactive show a strong effect at the top dose
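48 h compound treatment of MCF7-BRCA1-FFLuc cells (phenol-red free MEM, 37 °C), then 15 min with luciferase substrate and luminescence imaging.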
Tb PFK block = blocks T. brucei phosphofructokinase | O15648 | T. brucei PFK, ADP-Glo luminescence | Potency, µM (top dose mostly 57.5 µM), for inactives: at the top dose activity, negative = inhibition, most hits filed as inhibitors | actives 0.17% (n = 330,000) | AID 485367;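 note: potency is the fitted concentration of half-maximal effect; 0% = uninhibited 1x PFK enzyme wells and -100% = no-enzyme wells; nearly all actives have a fitted effect of over 60% in size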
Target sequence (O15648 whole entry, looked up): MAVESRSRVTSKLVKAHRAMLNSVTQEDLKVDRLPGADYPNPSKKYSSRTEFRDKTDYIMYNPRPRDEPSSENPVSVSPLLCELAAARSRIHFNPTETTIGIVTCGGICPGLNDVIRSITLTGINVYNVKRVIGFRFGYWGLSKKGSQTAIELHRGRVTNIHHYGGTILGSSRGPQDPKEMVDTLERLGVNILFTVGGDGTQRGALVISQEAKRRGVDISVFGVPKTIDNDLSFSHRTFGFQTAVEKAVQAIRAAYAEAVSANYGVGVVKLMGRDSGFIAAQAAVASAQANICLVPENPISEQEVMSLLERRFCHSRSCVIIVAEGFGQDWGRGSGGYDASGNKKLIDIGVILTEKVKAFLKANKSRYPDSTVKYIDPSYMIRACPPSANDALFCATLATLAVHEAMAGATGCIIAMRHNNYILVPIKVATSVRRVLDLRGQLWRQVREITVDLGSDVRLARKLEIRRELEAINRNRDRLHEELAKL
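Compounds were pin-transferred as a titration series up to 57 uM into substrate buffer (0.5 mM F6P, 0.1 mM ATP, pH 8.0), then 1.25 nM PFK was added and reactions ran 45 min before ADP-Glo detection.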
Gal4-VP16 FLuc = counter-screen for ROR gamma inhibitors: Gal4-VP16 reporter. actives 3.5% (n = 310,000). Potency, µM (doses to about 53.6 µM), without a hit: at the top dose activity, negative = inhibition, hits mostly inhibitors. Drosophila S2 Gal4-VP16 UAS-luciferase, luminescence, 20 h. AID 2546;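 note: Gal4-VP16 expression switched on by copper sulfate through the metallothionein promoter; potency is the fitted concentration of half-maximal effect; % is set by controls: 0 for no effect and ±100 for the full control effect; nearly all actives have a fitted effect of over 50% in size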
FLuc modulator = firefly luciferase modulation, counter-screen for miR-21 project; P08659; purified FLuc, Km substrates, luminescence inhibition; Potency, µM (doses to about 57.5 µM), without a hit: at the highest dose activity change, negative = inhibition, usual class: inhibitors; actives 6.9% (n = 360,000);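 note: potency is the fitted concentration of half-maximal effect; plate controls were vehicle for no effect and reference inhibitor for full effect; nearly all actives have a fitted effect of over 55% in size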
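Purified P. pyralis luciferase (10nM final) with 10uM D-luciferin and 10uM ATP (Km levels) in 50mM Tris acetate pH 7.5, 10mM Mg acetate, 0.01% Tween-20, 0.05% BSA; qHTS 6-point titration, ~60 µM downward; luminescence read.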
ELG1 DNA repair = blocks ELG1-dependent DNA repair in HEK293T cells. HEK293T ELG1-luciferase reporter, luminescence, 16 h; DNA damage induced by 5-fluorouridine. Potency, µM (titrated, usually from 46.1 µM), for the others: at the highest dose activity change, negative = inhibition, usual class: inhibitors. actives 2.3% (n = 330,000); note: potency is the fitted concentration of half-maximal effect; % is set by controls: 0 for no effect and ±100 for the full control effect; nearly all actives have a fitted effect of over 55% in size
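Luminescence from the luciferase reporter, measured 30 min after ONE-Glo reagent at room temperature, was the read-out. Beforehand, 2,000 cells per well were exposed for 16 hr at 37 °C to 5-fluorouridine together with compound or vehicle.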
ELG1 genotox = genotoxicity induction in ELG1-luciferase HEK293T cells. HEK293T ELG1-luciferase reporter, luminescence, 16 h. Potency, µM (series often up to 46 µM), without a hit: at the top dose activity change, positive = activation, usual class: activators. actives 1.3% (n = 330,000). AID 504466; note: potency is the fitted concentration of half-maximal effect; % of control where 0% means no effect; nearly all actives have a fitted effect of over 60% in size
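Genotoxicity was scored as increased ELG1-luciferase reporter signal, measured by ONE-Glo luminescence (30 min, room temperature). Compound or vehicle exposure of the HEK293T reporter cells lasted 16 hr at 37°C.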
An asterisk follows results filed as active; & = joins results of further samples; [ ] = remark or other dose. Unless noted, calls come from the whole dose curve; as a rule, active = well fitted curve in the direction sought with a large enough effect; inconclusive = small, poorly fitted or top-dose-only effect, or another doubt; inactive = no such curve, though single readings can be large; an effect the other way counts as inactive or inconclusive.

COc1ccccc1NC(=O)Cn1cnc2c(nc3n2CCCCC3)c1=O was read as p53 reactivation 7%, RORgamma inh 9%, NPC1 promoter act -3%, TRPV1 ag 3, Rab9 promoter act -5%, BRCA1 expr act 18%, Tb PFK block 2%, Gal4-VP16 FLuc 3%, FLuc modulator 0%&-2%, ELG1 DNA repair 14% and ELG1 genotox 0%.
`CSc1nc2ccc(Cl)cc2[nH]1` gave p53 reactivation 13%, RORgamma inh 1%, NPC1 promoter act -2%, TRPV1 ag -1, Rab9 promoter act 3%, BRCA1 expr act 2%, Tb PFK block -8%, Gal4-VP16 FLuc -16%, FLuc modulator inconclusive, ELG1 DNA repair 3% and ELG1 genotox 1%.
Screening O=C(Nc1nnc(SCc2ccc(F)cc2)s1)c1ccc2ncsc2c1 returned p53 reactivation inconclusive, RORgamma inh -38%, NPC1 promoter act inconclusive, TRPV1 ag 25, Rab9 promoter act inconclusive, BRCA1 expr act 88%, Tb PFK block -27%, Gal4-VP16 FLuc -5%, FLuc modulator inconclusive, ELG1 DNA repair inconclusive and ELG1 genotox inconclusive.
CCOc1cc(/C=C2\C(=O)N(CCc3ccc(OC)c(OC)c3)C(C)=C2C(=O)OC)ccc1O was read as p53 reactivation 2%, RORgamma inh inconclusive, NPC1 promoter act -1%, TRPV1 ag 0, Rab9 promoter act -2%, BRCA1 expr act -36%, Tb PFK block -3%, Gal4-VP16 FLuc inconclusive, FLuc modulator -5%, ELG1 DNA repair 1.6µM* and ELG1 genotox -1%.
CN(C)S(=O)(=O)c1ccc2c(c1)c(=O)c(C(=O)N1CCOCC1)cn2C was read as p53 reactivation -1%, RORgamma inh -13%, NPC1 promoter act 1%, Rab9 promoter act -3%, BRCA1 expr act 2%, Tb PFK block 0%, Gal4-VP16 FLuc -4%, FLuc modulator 2%, ELG1 DNA repair -1% and ELG1 genotox 2%.
`O=C(c1ccccc1)N(C(=O)c1ccccc1)c1ncnc2c1C(c1ccccc1)c1c(ccc3ccccc13)O2` (stereo not given) gave p53 reactivation -5%, NPC1 promoter act -11%, TRPV1 ag 17, Rab9 promoter act -1%, BRCA1 expr act -4%, Tb PFK block inconclusive, FLuc modulator 6%, ELG1 DNA repair -12% and ELG1 genotox -3%.
`O=C(COc1ccccc1)Nc1ccc2[nH]ncc2c1` gave p53 reactivation 11%, RORgamma inh 0%, NPC1 promoter act 15%, TRPV1 ag inconclusive, Rab9 promoter act 0%, BRCA1 expr act 37%, Tb PFK block -6%, Gal4-VP16 FLuc -8%, FLuc modulator inconclusive, ELG1 DNA repair 4% and ELG1 genotox -6%.
`CCc1nn(CC(=O)NCCCN2CCN(C)CC2)c(=O)c2cc3sccc3n12` gave p53 reactivation 11%, RORgamma inh -26%, NPC1 promoter act -2%, TRPV1 ag 1, Rab9 promoter act -1%, BRCA1 expr act 2%, Tb PFK block -11%, Gal4-VP16 FLuc 1%, FLuc modulator 1%, ELG1 DNA repair 0% and ELG1 genotox 2%.
For CC(C)c1nnc(NC(=O)CCC(=O)N2CCN(Cc3ccccc3)CC2)s1 the results were p53 reactivation 3%, RORgamma inh 38%, NPC1 promoter act -4%, TRPV1 ag -2, Rab9 promoter act 9%, BRCA1 expr act -22%, Tb PFK block 2%, Gal4-VP16 FLuc 0%, FLuc modulator 3%, ELG1 DNA repair -10% and ELG1 genotox 0%.
COc1cc(C2C(C(=O)c3cc4ccccc4o3)=C(O)C(=O)N2CCN2CCOCC2)ccc1OCCC(C)C (stereo not given) was read as NPC1 promoter act -1%, TRPV1 ag -6, Rab9 promoter act -1%, BRCA1 expr act -5%, Tb PFK block -2%, FLuc modulator -1%, ELG1 DNA repair 0% and ELG1 genotox 2%.
For Cn1c(SCC(=O)c2ccc(F)cc2)nnc1-c1cnccn1 the results were p53 reactivation inconclusive, RORgamma inh -10%, NPC1 promoter act inconclusive, TRPV1 ag -3, Rab9 promoter act inconclusive, BRCA1 expr act 74%, Tb PFK block -2%, Gal4-VP16 FLuc -6%, FLuc modulator inconclusive, ELG1 DNA repair inconclusive and ELG1 genotox inconclusive.
COc1cccc2cc(C(=O)C3=C(O)C(=O)N(CCCN(C)C)C3c3ccncc3)oc12 (stereo not given) was read as p53 reactivation 3%, RORgamma inh 4%, NPC1 promoter act -5%, TRPV1 ag -2, Rab9 promoter act 2%, Tb PFK block 5%, Gal4-VP16 FLuc -2%, FLuc modulator 1%, ELG1 DNA repair -1% and ELG1 genotox -1%.

Some of these compounds in order of length of the SMILES, lowest first.
COc1ccccc1NC(=O)Cn1cnc2c(nc3n2CCCCC3)c1=O was read as p53 reactivation 7%, RORgamma inh 9%, NPC1 promoter act -3%, TRPV1 ag 3, Rab9 promoter act -5%, BRCA1 expr act 18%, Tb PFK block 2%, Gal4-VP16 FLuc 3%, FLuc modulator 0%&-2%, ELG1 DNA repair 14% and ELG1 genotox 0%.
`CCc1nn(CC(=O)NCCCN2CCN(C)CC2)c(=O)c2cc3sccc3n12` gave p53 reactivation 11%, RORgamma inh -26%, NPC1 promoter act -2%, TRPV1 ag 1, Rab9 promoter act -1%, BRCA1 expr act 2%, Tb PFK block -11%, Gal4-VP16 FLuc 1%, FLuc modulator 1%, ELG1 DNA repair 0% and ELG1 genotox 2%.
`O=C(c1ccccc1)N(C(=O)c1ccccc1)c1ncnc2c1C(c1ccccc1)c1c(ccc3ccccc13)O2` (stereo not given) gave p53 reactivation -5%, NPC1 promoter act -11%, TRPV1 ag 17, Rab9 promoter act -1%, BRCA1 expr act -4%, Tb PFK block inconclusive, FLuc modulator 6%, ELG1 DNA repair -12% and ELG1 genotox -3%.

Other entries.
`O=C(Nc1ccccc1Cl)Nc1ccnn1C1CCN(C(=O)CCN2CCCO2)CC1` gave p53 reactivation 6%, RORgamma inh 1%, NPC1 promoter act 3%, TRPV1 ag -1, Rab9 promoter act 5%, BRCA1 expr act 5%, Tb PFK block -2%, Gal4-VP16 FLuc 5%, FLuc modulator 0%, ELG1 DNA repair 7% and ELG1 genotox 0%.
For Cc1ccc(NC(=O)CCNC(=O)c2ccc(Br)cc2)cc1S(=O)(=O)N1CCCCCC1 the results were p53 reactivation -13%, NPC1 promoter act 2%, TRPV1 ag 10, Rab9 promoter act 1%, BRCA1 expr act -81%, Tb PFK block -4%, FLuc modulator 2%, ELG1 DNA repair inconclusive and ELG1 genotox -8%.
Screening CNC[C@@H]1Oc2c(NS(C)(=O)=O)cccc2C(=O)N([C@@H](C)CO)C[C@H]1C returned p53 reactivation 4%, BRCA1 expr act 4%, Tb PFK block 4%, ELG1 DNA repair 12% and ELG1 genotox 1%.
`COc1ccc(OC)c(Nc2nc(N)nc(CCl)n2)c1` gave p53 reactivation -14%, RORgamma inh -33%, NPC1 promoter act -51%[inhibitor], TRPV1 ag -2, Rab9 promoter act -53%[inhibitor], BRCA1 expr act -11%, Tb PFK block -4%, Gal4-VP16 FLuc inconclusive, FLuc modulator -1%, ELG1 DNA repair inconclusive and ELG1 genotox -11%.
For CC(C)CNC(=O)CO/N=C/c1ccccc1Cl the results were p53 reactivation 1%, RORgamma inh -17%, NPC1 promoter act -3%, TRPV1 ag 9, Rab9 promoter act -1%, BRCA1 expr act -11%, Tb PFK block -3%, Gal4-VP16 FLuc -18%, FLuc modulator 1%, ELG1 DNA repair 11% and ELG1 genotox 0%.
COc1ccc(CCNS(=O)(=O)c2ccc(-n3cnnn3)c(OC)c2)cc1OC was read as p53 reactivation -6%, RORgamma inh 13%, NPC1 promoter act 0%, TRPV1 ag 3, Rab9 promoter act -2%, BRCA1 expr act 7%, Tb PFK block -3%, Gal4-VP16 FLuc 0%, FLuc modulator 1%, ELG1 DNA repair 0% and ELG1 genotox 2%.
For OC(c1ccccc1)c1ccncc1 (stereo not given) the results were p53 reactivation 6%, NPC1 promoter act -1%, TRPV1 ag -3, Rab9 promoter act -1%, BRCA1 expr act 5%, Tb PFK block -4%, FLuc modulator 11%, ELG1 DNA repair inconclusive and ELG1 genotox -3%.
Screening Cn1nc(-c2ccccc2)c2cc(C(=O)O)sc21 returned p53 reactivation 2%, RORgamma inh 16%, NPC1 promoter act 0%, TRPV1 ag -1, Rab9 promoter act -2%, BRCA1 expr act -12%, Tb PFK block -1%, Gal4-VP16 FLuc -11%, FLuc modulator inconclusive, ELG1 DNA repair 11% and ELG1 genotox -3%.
Screening COc1cc(OC)cc(C(=O)NCC(=O)Nc2ccc(C)c(Cl)c2)c1 returned p53 reactivation -3%, RORgamma inh 30%, NPC1 promoter act 0%, TRPV1 ag 15, Rab9 promoter act -5%, BRCA1 expr act -16%, Tb PFK block -4%, Gal4-VP16 FLuc 10%, FLuc modulator -2%, ELG1 DNA repair 11% and ELG1 genotox 3%.

Source: PubChem (National Center for Advancing Translational Sciences (NCATS))
